# Bioassay records from PubChem.
# Lamin A splicing: changes lamin A minigene splicing in HeLa cells | HeLa LMNA splicing GFP/RFP minigene ratio, 48 h | Potency, µM (highest dose often 46.1 µM), for inactives: at the highest dose ratio change, negative = inhibition, most hits filed as inhibitors | 200,000 tested, 0.01% active; active = well fitted inhibition curve with a large enough effect in the signal ratio, with a control signal flat, not every such curve was filed as active; inconclusive = small, poorly fitted or top-dose-only effect, or effect the other way, or a change in a side signal; the % refers to the signal ratio
#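 S3 HeLa stable clones carrying a lamin A-EGFP splicing minigene plus DsRed2 were seeded at 600 cells/well in Opti-MEM with 2% FBS, pin-dosed and incubated 48 h at 37°C. Acumen cytometry (488 nm) gave the GFP/RFP total-intensity ratio.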
# GAA glycogen mod: alters human alpha-glucosidase cleavage of glycogen | recombinant GAA, glycogen substrate, Amplex Red glucose oxidase fluorescence | 300,000 tested, 0.38% active | Potency, µM (doses to about 76.4 µM), for inactives: top-dose activity change, negative = inhibition, usual class: inhibitors | P10253; active = well fitted inhibition curve with a large enough effect; inconclusive = small, poorly fitted or top-dose-only effect, or another doubt; inactive = no such curve, though single readings can be large or run the other way;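 also: 0% = full enzyme reaction and -100% = no-enzyme basal signal; the screen sought inhibitors and activators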
#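 Natural-substrate format: glycogen cleavage by 4 nM human enzyme, glucose read by Amplex Red coupling (Ex 573, Em 610 nm). Normalized to enzyme and no-enzyme controls.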
# An asterisk follows results filed as active; ? = inconclusive; & = joins results of further samples; [ ] = dose if it differs, or a comment. Unless noted, % is scaled to controls: 0 for no effect and ±100 for the full control effect; potency is read from the fitted curve at half-maximal effect.
SMILES,Lamin A splicing,GAA glycogen mod
Cc1ccc(N(C)S(=O)(=O)c2ccc3[nH]c4c(c3c2)CCCC4)cc1,?,-17%[76.3 µM]
CCOC(=O)c1cccc(NC(=O)N2CCC(CN3CCCCCC3)CC2)c1,16%[46 µM],-3%[76.3 µM]
O=C(CCS(=O)(=O)c1ccc2c(c1)NC(=O)CO2)Nc1cccc(C(F)(F)F)c1,-8%[46 µM],-8%[76.3 µM]
CCC1CN(C(=O)N2CCC(C(=O)N(C)Cc3ccccc3)CC2)c2ccccc2O1 (stereo not given),-11%[46 µM],-9%[76.3 µM]
CCOc1ccc(NC(=O)CCS(=O)(=O)c2ccc(Br)cc2)cc1,13%[46 µM],-5%
COc1cc(Cl)c(C)cc1NC(=O)CSCc1nc(-c2ccc(OC)c(OC)c2)no1,5%[46 µM],16%[76.3 µM]
CCN(CC)c1cc2c(cc1F)c(=O)c(S(=O)(=O)c1cccc(C)c1)cn2C,?,-5%[76.3 µM]
CCCCC(=O)OC1=CN(Cc2ccccc2)S(=O)(=O)c2ccccc21,?,-16%[76.3 µM]
CC(=O)N1CCC(N(Cc2ccco2)C(=O)Nc2cccc(C)c2)CC1,3%[46 µM],6%[76.3 µM]
CCn1cc(S(=O)(=O)c2cccc(C)c2)c(=O)c2cc(F)c(N3CCCC(C)C3)cc21 (stereo not given),-3%[46 µM],-2%[76.3 µM]
CC(=O)c1ccc(NC(=O)c2cn3c4c(ccc(Cl)c4c2=O)OC(C)C3)cc1 (stereo not given),8%[46 µM],-6%[76.3 µM]
Cc1ccc(C)c(CSc2nc3ncccc3[nH]2)c1,-11%[46 µM],10%[76.3 µM]
O=C(COCc1cc(-c2ccc3c(c2)OCO3)on1)Nc1cc(C(F)(F)F)ccc1Cl,11%[46 µM],-5%[76.3 µM]
O=C(NC1CCCc2ccccc21)c1ccc2c(c1)sc1nc(-c3ccc(F)cc3)cn12 (stereo not given),-6%[46 µM],2%[76.3 µM]
CCS(=O)(=O)c1ncc(N(Cc2ccco2)Cc2sccc2C)c(C(=O)Nc2cc(C)ccc2C)n1,?,-11%[76.3 µM]
CC(C)c1ccc(OC(=O)c2cc(-c3ccccc3)on2)cc1,?,0%[76.3 µM]
O=C(c1ccc(F)cc1)N1c2nc(-c3ccco3)nn2C2(CCCCC2)[C@@H]2CCCC[C@@H]21,?,15%[76.3 µM]
CCN(c1ccc(OC)cc1)S(=O)(=O)c1ccc2[nH]c(=O)ccc2c1,?,13%[76.3 µM]
CCC(=O)N1CCc2cc(S(=O)(=O)NC(Cc3ccccc3)C(=O)O)ccc21 (stereo not given),?,-3%[76.3 µM]
Cc1ccc(NC(=O)C2CCCN(c3ncnc4c3nc3n4CCCCC3)C2)cc1F (stereo not given),10%[46 µM],17%[76.3 µM]
CCOc1ccc(-c2cc(C(=O)Oc3ccc(C#N)cc3)no2)cc1,?,7%[76.3 µM]
Cc1ccc(N(Cc2cccs2)C(=O)c2ccccc2Cl)cc1,-9%[46 µM],4%[76.3 µM]
Cc1ccc(NC(=O)CC(C)S(=O)(=O)c2ccc3c(c2)NC(=O)CO3)cc1Cl (stereo not given),-12%[46 µM],-8%[76.3 µM]
COc1ccc(-n2cc(C(=O)N(CCN(C)C)Cc3ccccc3)c3ccccc3c2=O)cc1,14%[46 µM],-13%[76.3 µM]
COc1cccc(CNS(=O)(=O)c2cc3[nH]c(=O)c(=O)[nH]c3cc2C)c1,7%[46 µM],15%[76.3 µM]
CCN(CC)CCN(C(=O)c1ccco1)c1nc2cc(C)cc(C)c2s1,-25%[46 µM],7%[76.3 µM]
Cc1cccc(N2CCn3c2nc2c3c(=O)n(CCCc3ccccc3)c(=O)n2C)c1,-10%[46 µM],-10%[76.3 µM]
COc1ccccc1NC(=O)c1c(C)cc(C)nc1SCC(=O)Nc1cccc(C)c1,7%[46 µM],-13%[76.3 µM]
CCCNC(=O)C1CCN(c2ncnc3c2nc2n3CCCCC2)CC1,-4%[46 µM],14%[76.3 µM]
Cc1ccccc1NC(=O)CSc1nnc(-c2cccs2)o1,?,-10%[76.3 µM]
Cc1cc(C)c(NC(=O)C(C)n2nc(-c3ccc(C)c(C)c3)ccc2=O)c(C)c1 (stereo not given),?,5%[76.3 µM]
O=C(COc1ccc(F)cc1)Nc1ccc2nc(SCc3ccccc3)sc2c1,?,14%[76.3 µM]
Cc1ccc(SCC(=O)Nc2ccc3oc(-c4cccc(Cl)c4)nc3c2)cc1,2%[46 µM],-7%[76.3 µM]
CC1CN(C(=O)N2CCC(C(=O)NC3CCCCCC3)CC2)c2ccccc2O1 (stereo not given),?,7%[76.3 µM]
Cc1cc(C)cc(-n2ccn(Cc3ccccc3C)c(=O)c2=O)c1,2%[46 µM],-2%[76.3 µM]
Cc1ccc(NC(=O)c2cc3cc(C)ccc3n2C)cc1,3%[46 µM],-5%[76.3 µM]
COc1ccccc1CCNC(=O)C(=O)NCC(c1cccnc1)N1CCN(c2ccccc2)CC1 (stereo not given),6%[46 µM],18%[76.3 µM]
O=c1c(=O)n(-c2ccccc2)ccn1Cc1c(F)cccc1Cl,?,-6%[76.3 µM]
COc1ccc(C(CNC(=O)c2cccc([N+](=O)[O-])c2)N2CCOCC2)cc1 (stereo not given),?,10%[76.3 µM]
COC(=O)c1ccccc1NC(=O)c1nc(-c2ccc(Cl)cc2)n2c1CCCCC2,4%[46 µM],-1%[76.3 µM]
O=C(NCc1cccc(F)c1)C1CCCN(C(=O)N2CCOc3ccccc32)C1 (stereo not given),?,-4%[76.3 µM]
COCCCNC(=O)c1ccc(CSc2nc3cccnc3n2Cc2ccc(OC)cc2)cc1,-21%[46 µM],9%[76.3 µM]
COc1ccc(-c2cn3c(n2)sc2cc(C(=O)NCCc4ccc(OC)cc4OC)ccc23)cc1,11%[46 µM],12%[76.3 µM]
COc1ccccc1CNC(=O)C1CCN(c2ncnc3c2nc2n3CCCCC2)CC1,-3%[46 µM],17%[76.3 µM]
O=C(CN1C(=O)c2cccnc2Oc2ccc(Cl)cc21)NCCc1ccccc1,11%[46 µM],-1%[76.3 µM]
COc1ccc(-c2cn3c(n2)sc2cc(C(=O)NCc4ccccc4)ccc23)cc1,10%[46 µM],-13%[76.3 µM]
CC(C)c1ccc(CNc2nc(-c3ccco3)nn2C(=O)c2ccc([N+](=O)[O-])cc2)cc1,10%[46 µM],-1%[76.3 µM]
CCn1c(CN2CCCCC2)nc2cc(NC(=O)c3ccc([N+](=O)[O-])cc3)ccc21,?,-5%[76.3 µM]
CCCC(=O)N1c2nc(C(C)C)nn2C2(CCCCC2)[C@@H]2CCCC[C@@H]21,-3%[46 µM],8%[76.3 µM]
COc1ccc(C(=O)Nc2nnc(S(=O)(=O)N(C)c3ccc(Cl)cc3)s2)cc1OC,-19%[46 µM],-5%[76.3 µM]
COc1ccc(C(=O)NCC(c2ccc(Cl)cc2)N2CCCCC2)cc1 (stereo not given),?,17%[76.3 µM]
COc1ccccc1CNS(=O)(=O)c1ccc2c(c1)CC(C)N2C(=O)C1CCC1 (stereo not given),?,0%&-7%[76.3 µM]
CCN(c1ccccc1)S(=O)(=O)c1nnc(NC(=O)C2CCCCC2)s1,?,5%[76.3 µM]
O=C(C1CCC1)N1CCCc2cc(S(=O)(=O)N3CCN(c4ccccc4)CC3)ccc21,1%[46 µM],-7%[76.3 µM]
CCCCn1cc(S(=O)(=O)c2ccc(Cl)cc2)c(=O)c2cc(F)c(N3CCCCC3)cc21,12%[46 µM],-14%[76.3 µM]
CC(=O)c1cccc(NC(=O)CCS(=O)(=O)c2cc3c(cc2C)NC(=O)CO3)c1,-3%[46 µM],13%[76.3 µM]
COc1cc(CNC(=O)c2cnc(SC)nc2-c2ccccc2)cc(OC)c1OC,-6%[46 µM],4%[76.3 µM]
CC(CNC(=O)CCCn1c(=O)c2cccn2c2ccccc21)c1ccccc1 (stereo not given),-6%[46 µM],-12%[76.3 µM]
Cc1ccc(CSc2nc3ccc(NC(=O)C(C)C)cc3s2)cc1,2%[46 µM],-7%[76.3 µM]
CN1C(=O)Cc2cc(S(=O)(=O)NCCc3ccccc3)ccc21,1%[46 µM],-7%&-6%[76.3 µM]

# As a working copy, part of the list above:
SMILES,Lamin A splicing,GAA glycogen mod
CCCC(=O)N1c2nc(C(C)C)nn2C2(CCCCC2)[C@@H]2CCCC[C@@H]21,-3%[46 µM],8%[76.3 µM]
COc1ccc(C(=O)Nc2nnc(S(=O)(=O)N(C)c3ccc(Cl)cc3)s2)cc1OC,-19%[46 µM],-5%[76.3 µM]
COc1ccc(C(=O)NCC(c2ccc(Cl)cc2)N2CCCCC2)cc1 (stereo not given),?,17%[76.3 µM]

# (list continues)
SMILES,Lamin A splicing,GAA glycogen mod
CCn1c(CN2CCCCC2)nc2cc(NC(=O)c3cccc([N+](=O)[O-])c3)ccc21,2%[46 µM],11%[76.3 µM]
CC1CCCN(c2ncnc3c2nc2n3CCCCC2)C1 (stereo not given),10%[46 µM],11%[76.3 µM]
CCCCOc1ccc(C(=O)N2CCN(CCc3ccccn3)CC2)cc1,-10%[46 µM],-1%[76.3 µM]
Cc1ccccc1OCCSc1nnc(-c2ccc([N+](=O)[O-])cc2)o1,?,9%[76.3 µM]
CCc1ccccc1NC(=O)C(=O)NCC(c1cccnc1)N1CCc2ccccc21 (stereo not given),11%[46 µM],16%[76.3 µM]
O=C(COc1ccccc1)NCC(c1ccc(Cl)cc1)N1CCCCC1 (stereo not given),6%[46 µM],-6%[76.3 µM]
Cc1ccc2c(c1)N(C(=O)N1CCC(C(=O)NCc3ccccc3C)CC1)CC(C)O2 (stereo not given),4%[46 µM],10%[76.3 µM]
COC(=O)c1ccc(CSc2nnc3ccc4ccccc4n23)cc1,21%[46 µM],11%[76.3 µM]
CCOc1ccc(CCNC(=O)C2CCN(c3ncnc4c3nc3n4CCCCC3)CC2)cc1,-10%[46 µM],0%[76.3 µM]
O=C(COCc1cc(-c2cccs2)on1)NCc1ccc(Cl)cc1,10%[46 µM],6%[76.3 µM]
Cc1ccc(C)c(NC(=O)CN2C(=O)CCc3ccccc32)c1,?,2%[76.3 µM]
COc1ccccc1CC(=O)Nc1ccc2nc(Nc3cccc(C(F)(F)F)c3)cc(C)c2c1,-19%[46 µM],5%[76.3 µM]
CCOc1ccccc1CNC(=O)Cn1c(=O)c2cccn2c2ccc(F)cc21,?,9%[76.3 µM]
Cc1ccc(NC(=O)Cn2cnc3c(oc4ccccc43)c2=O)cc1,5%[46 µM],-15%[76.3 µM]
CCC1CN(C(=O)N2CCC(C(=O)NCc3cc(OC)ccc3OC)CC2)c2ccccc2O1 (stereo not given),?,13%[76.3 µM]
CCOc1ccc(-c2cc(C(=O)N3CCN(S(=O)(=O)c4cc(Cl)ccc4OC)CC3)[nH]n2)cc1,-7%[46 µM],2%[76.3 µM]
Cc1cc(OC(C)C(=O)N2CCN(CCc3ccccn3)CC2)ccc1Cl (stereo not given),?,-2%[76.3 µM]
NS(=O)(=O)c1ccc(CCNC(=O)Cn2c(=O)c3cccn3c3ccc(F)cc32)cc1,25%[46 µM],1%[76.3 µM]
Cc1ccc(CNC(=O)CCS(=O)(=O)c2cc3c(cc2C)NC(=O)CO3)cc1,10%[46 µM],25%&-7%[76.3 µM]
COc1ccccc1N1CCN(S(=O)(=O)c2ccc(-c3cnc(C4CC4)o3)cc2)CC1,-7%[46 µM],-14%[76.3 µM]
COc1cc(NC(=O)Cn2cnc(S(=O)(=O)N3CCCC3)c2)cc(OC)c1OC,2%[46 µM],-3%[76.3 µM]
COc1ccc(CC(=O)NCC(c2ccc(Cl)cc2)N2CCOCC2)cc1 (stereo not given),-2%[46 µM],6%[76.3 µM]
COC(=O)c1ccc(Cl)cc1NC(=O)N1CC(C)Oc2ccccc21 (stereo not given),3%[46 µM],?
COc1ccc(OC)c(NC(=O)c2cc3cc(C)ccc3n2C)c1,16%[46 µM],8%[76.3 µM]
O=C(Nc1ccc2nc(SCC(=O)N3CCCc4ccccc43)sc2c1)c1ccccc1F,-6%[46 µM],11%[76.3 µM]
COc1ccc(CCNC(=O)c2sc3nc4n(c(=O)c3c2C)CCCC4)cc1OC,6%[46 µM],-10%[76.3 µM]

# 7 records picked at random from those above, as already listed:
SMILES,Lamin A splicing,GAA glycogen mod
COc1ccc(CCNC(=O)c2sc3nc4n(c(=O)c3c2C)CCCC4)cc1OC,6%[46 µM],-10%[76.3 µM]
COc1ccc(CC(=O)NCC(c2ccc(Cl)cc2)N2CCOCC2)cc1 (stereo not given),-2%[46 µM],6%[76.3 µM]
COc1ccccc1N1CCN(S(=O)(=O)c2ccc(-c3cnc(C4CC4)o3)cc2)CC1,-7%[46 µM],-14%[76.3 µM]
COc1cc(NC(=O)Cn2cnc(S(=O)(=O)N3CCCC3)c2)cc(OC)c1OC,2%[46 µM],-3%[76.3 µM]
Cc1ccc(NC(=O)Cn2cnc3c(oc4ccccc43)c2=O)cc1,5%[46 µM],-15%[76.3 µM]
COc1ccc(OC)c(NC(=O)c2cc3cc(C)ccc3n2C)c1,16%[46 µM],8%[76.3 µM]
CCC1CN(C(=O)N2CCC(C(=O)NCc3cc(OC)ccc3OC)CC2)c2ccccc2O1 (stereo not given),?,13%[76.3 µM]

# Some of the compounds tested; the hit share may differ from the screen's.
